Screening results: PubChem, National Center for Advancing Translational Sciences (NCATS)
SMN2 splice up: qHTS Assay for Enhancers of SMN2 Splice Variant Expression. 2.8% of 210,000 active. Potency, µM (titrated, usually from 46.1 µM), for inactives: at the highest dose activity change, positive = activation, usual class: activators. HEK293 SMN2-luciferase splicing reporter, luminescence, 30-36 h; also: % of control where 0% means no effect; nearly all actives have a fitted effect of over 55% in size
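HEK293 cells carry an SMN2 minigene-luciferase reporter in which exon 7 inclusion puts luciferase in frame. Cells were seeded at 2000 cells/well, attached for 10-12 hours, then exposed to compounds for 30-36 hours at 37C before ONE-Glo luminescence.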
Epigenetic derep: Quantitative High-Throughput Screen for Regulators of Epigenetic Control; murine LDR cells, GFP reporter derepression, 30 h; Potency, µM (highest dose often 53.9 µM), for inactives: at the highest dose GFP activation, actives largely listed as activators; 0.2% of 280,000 active; AID 1865, 2009; also: % of control where 0% means no effect; nearly all actives have a fitted effect of over 60% in size
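Readout is the number of GFP-expressing murine LDR cells, counted by cytometry following washing. Cells were treated with compound for 30 h at 37 C; the stably integrated CMV-GFP locus is normally silent.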
* hit, by the source's call; u = inconclusive; [ ] = remark or other dose. Calls follow the shape of the dose curve; as a rule, active = well fitted curve in the direction sought with a large enough effect; inconclusive = small, poorly fitted or top-dose-only effect, or another doubt; inactive = no such curve, though single readings can be large; an effect the other way counts as inactive or inconclusive. Potency is read from the fitted curve at half-maximal effect.

Results follow in this order: SMN2 splice up, Epigenetic derep
- COC(=O)c1c(C)oc2ccc(N(C(=O)c3ccncc3)S(=O)(=O)c3ccc(OC)cc3)cc12
→ -22%, 3.6%
- COc1ccc(C(=O)Nc2ccc(-c3nc4ncccc4o3)cc2)cc1
→ -4%, -0.3%
- COc1ccccc1N1CCN(C(=O)c2oc3ccccc3c2N)CC1
→ -4%, 0.0%
- COc1ccc(-c2noc(CNC(=O)c3cc(OC)c(OC)c(OC)c3)n2)cc1
→ -2%, 1.6%
- CCOC(=O)c1[nH]c2ccccc2c1NC(=O)c1cc(Cl)ccc1Cl
→ -10%, 0.0%
- CCCOc1ccccc1C(=O)N1CCCCC1CCN1CCOCC1 (stereo not drawn)
→ 2%, -0.4%
- C=C(C)Cn1c(SCC(=O)Nc2cccc(C)c2)nc2sc3c(c2c1=O)CCCC3
→ -19%, 5.4%
- CC(C)NS(=O)(=O)c1ccc(OCC(=O)N2CCN(c3ccccc3F)CC2)cc1
→ -45%[inhibitor], 1.0%
- COc1ccc(CCNC(=O)c2ccc3c(c2)N(Cc2ccccc2F)C(=O)c2ccccc2S3(=O)=O)cc1OC
→ u, 0.3%
- CCn1c(C(=O)N2CCC(C(=O)NCCc3ccc(C)cc3)CC2)cc2sccc21
→ -24%, 0.0%

Some values from the results shown:
Entry of `CC(C)NS(=O)(=O)c1ccc(OCC(=O)N2CCN(c3ccccc3F)CC2)cc1` under SMN2 splice up: -45%[inhibitor]
Entry of `C=C(C)Cn1c(SCC(=O)Nc2cccc(C)c2)nc2sc3c(c2c1=O)CCCC3` under SMN2 splice up: -19%
Entry of `COc1ccc(-c2noc(CNC(=O)c3cc(OC)c(OC)c(OC)c3)n2)cc1` under SMN2 splice up: -2%
Entry of `COc1ccccc1N1CCN(C(=O)c2oc3ccccc3c2N)CC1` under SMN2 splice up: -4%
Entry of `CCOC(=O)c1[nH]c2ccccc2c1NC(=O)c1cc(Cl)ccc1Cl` under Epigenetic derep: 0.0%

More records:
Results follow in this order: SMN2 splice up, Epigenetic derep
- O=C(CN1C(=O)COc2ccc(S(=O)(=O)N3CCCCCC3)cc21)N1CCN(c2ccc(Cl)cc2)CC1
→ 11%, -3.7%
- CCOc1ccc(C(=O)c2cn(Cc3ccccc3OC)c3cc4c(cc3c2=O)OCCO4)cc1
→ -5%, -0.3%
- O=C(Cc1ccccc1)Nc1sc2c(c1C(=O)Nc1ccccc1Cl)CCC2
→ 1%, -1.6%
- Cc1ccc(N2CCN(C(=O)c3ccc(Nc4nc5ccccc5n5nnnc45)cc3)CC2)c(C)c1
→ 6%, 1.3%
- COc1ccccc1-c1cc(C(F)(F)F)nc(S(=O)(=O)CCCC(=O)Nc2ccc(F)cc2F)n1
→ 3%, 1.3%
- CC(C)NC(=O)Cn1ncn2c(cc3cc(F)ccc32)c1=O
→ -9%, 0.8%
- CCOC(=O)c1ccc(NC(=O)c2ccc3c(c2)NC(=O)c2ccccc2S3)cc1
→ -15%, u
- CCC(=O)Oc1ccc(-c2nc3ccccc3c(=O)o2)cc1
→ -5%, 0.0%
- Cc1cc(C(F)(F)F)nn1-c1nc(-c2ccccc2)cc(C(F)(F)F)n1
→ -16%, -1.8%
- Cc1cc(C)n(CCc2nc3c4ccccc4nc(N4CCN(c5ccccc5)CC4)n3n2)n1
→ -9%, 0.0%

Reprinted at random: 2 entries already listed
Results follow in this order: SMN2 splice up, Epigenetic derep
- O=C(CN1C(=O)COc2ccc(S(=O)(=O)N3CCCCCC3)cc21)N1CCN(c2ccc(Cl)cc2)CC1
→ 11%, -3.7%
- CCOc1ccc(C(=O)c2cn(Cc3ccccc3OC)c3cc4c(cc3c2=O)OCCO4)cc1
→ -5%, -0.3%

Next part.
Results follow in this order: SMN2 splice up, Epigenetic derep
- CCc1ccc(S(=O)(=O)c2nnn3c2nc(NCCNC(C)=O)c2cc(Cl)ccc23)cc1
→ -1%, 2.2%
- CCOC(=O)c1cnc2ccc(Cl)cc2c1Nc1ccc(OCC)cc1
→ -3%, -0.7%
- CCOc1ccc(OCC)c(Nc2nc3ccccc3n3nnnc23)c1
→ 3%, -3.3%
- CCc1ccc(O)c(C(=O)c2cnc3cc(-c4ccc(C)cc4)nn3c2)c1
→ 7%, -1.1%
- O=C(NCC(c1ccccc1)c1ccccc1)c1nn(-c2ccccc2F)nc1CO
→ -65%[inhibitor], -0.5%
- Cc1ccccc1C(=O)Nc1nc2nc(C)c(C)c(=O)n2[nH]1
→ -1%, -1.7%
- CCOC(=O)c1cccc(NC(=O)N2Cc3ccccc3Oc3ncccc32)c1
→ -11%, -7.0%
- COCCCNC(=O)CCn1c(=O)c2ccccc2n(CC(=O)Nc2cc(Cl)ccc2OC)c1=O
→ -24%, 0.0%
- CC(=O)c1ccc(NC(=O)CCc2c(C)nc3c(c(C)nn3-c3ccc(C)cc3)c2C)cc1
→ u, -2.2%
- CS(=O)(=O)N1CCc2cc(C(=O)N3CCN(c4cccc(Cl)c4)CC3)ccc21
→ -17%, -0.1%
- Cc1ccc(CN(Cc2ccco2)C(=O)c2ccc(Cl)cc2)o1
→ -1%, -2.7%
- Cc1ccccc1NC(=O)Cn1nnc(C(=O)NCCc2ccccc2)c1N
→ 4%, 1.7%
- COc1ccccc1N1CCN(CC(O)COc2ccc(C)cc2C(C)(C)C)CC1 (stereo not drawn)
→ -29%, 10%
- COc1ccccc1CNC(=O)Cn1c(=O)oc2ccccc21
→ -1%, 0.3%
- COc1cccc(NC(c2nnc(-c3ccccc3)o2)c2ccc(F)cc2Cl)c1 (stereo not drawn)
→ -3%, 3.1%
- COCC(=O)Oc1c(Sc2ccc(C)cc2)c(C)nn1C(C)(C)C
→ -2%, -3.0%
- COc1ccc(NC(=O)CSc2nc(-c3ccco3)cc(C(F)(F)F)n2)cc1
→ 3%, 1.0%
- COc1ccc(NC(=O)C(Cc2ccccc2)NS(=O)(=O)c2ccc3c(c2)CCC(=O)N3)c(OC)c1 (stereo not drawn)
→ -6%, 1.1%
- Cc1oc2ccc(O)c(CN3CCCCCC3)c2c1C(=O)Nc1cccc(C(F)(F)F)c1
→ -13%, -3.4%
- Cc1ccc(OCC(=O)OC2=C(C(=O)c3ccccc3)N(C)S(=O)(=O)c3ccccc32)cc1
→ -15%, 1.9%
- Cc1nnc(N2CCN(c3cccc(Cl)c3)CC2)c2c1nnn2Cc1ccc(F)cc1
→ -5%, 1.1%
- Cc1ccc(C)c(Nc2cc(C(=O)NC3CCCC3)c3ccccc3n2)c1
→ 6%, 4.5%
- COc1ccc(-c2nsc(NC(=O)c3ccccc3Br)n2)cc1
→ 13%, -3.4%
- CCc1nn(CC(=O)NC(C)c2ccccc2)c(=O)c2cc3sccc3n12 (stereo not drawn)
→ 1%, 1.4%
- Cc1nnc(NCc2ccc(F)cc2)c2c1nnn2Cc1ccccc1Cl
→ -1%, -3.3%
- COC(=O)c1ccccc1NC(=O)CSc1nc2sc3c(c2c(=O)[nH]1)CCCC3
→ 12%, 7.3%
- Cc1ccc(-n2c(/C=C/c3c(C)n(C)c4ccccc34)nc3ccccc3c2=O)cc1
→ 0%, 0.0%
- COc1ccccc1NC(=O)C1=C(C)Nc2ncnn2C1c1ccccc1C(=O)O (stereo not drawn)
→ -4%, 5.8%
- Cc1ccc(S(=O)(=O)c2nc(-c3cccs3)oc2SC(C)c2ccccc2)cc1 (stereo not drawn)
→ 17%, -0.7%
- CCOC(=O)c1cnc2c(ccc3ccccc32)c1Nc1ccccc1OCC
→ -2%, 3.2%

Further records follow.
SMILES,SMN2 splice up,Epigenetic derep
Cc1cc(C)cc(N(CC(=O)Nc2ccc(C)cc2Cl)S(=O)(=O)c2c(C)[nH]c(=O)[nH]c2=O)c1,7%,-1.1%
Cc1c(CNC2CCCCC2)c(C(=O)O)c(C)n1Cc1ccc(Cl)cc1,3%,7.5%
COc1ccc(NC(=O)CN(c2ccc(C)cc2)S(=O)(=O)c2cccc3nonc23)cc1OC,17%,-1.7%
COc1ccc(Br)c(C(=O)Nc2cc3c(cc2N2CCOCC2)n(C)c(=O)n3C)c1,-1%,0.5%
CCc1ccc(Oc2c(C(F)(F)F)oc3c(CN4CCN(CC)CC4)c(O)ccc3c2=O)cc1,-18%,0.0%
Cc1ccc(C)c(NS(=O)(=O)c2ccc3c4c(cccc24)C(=O)N3)c1,-41%[inhibitor],0.8%
O=C(Nc1ccccc1C(F)(F)F)C1CCN(S(=O)(=O)c2ccccc2)CC1,-3%,-0.5%
Cc1c(CC(=O)NCCc2ccc(Cl)cc2)c(=O)oc2c(C)c3occ(C(C)(C)C)c3cc12,3%,-2.0%
Cn1c(C(=O)N2CCC(C(=O)NCCc3ccccc3)CC2)cc2sccc21,-9%,0.8%
COc1ccc(Br)cc1C(=O)Nc1ccc2oc(-c3cccnc3)nc2c1,-13%,0.4%
Cc1ccsc1CN(C(=O)COc1cccc(C)c1C)C1CCS(=O)(=O)C1 (stereo not drawn),-8%,0.0%
COc1cc2ccccc2cc1C(=O)Nc1ccc2oc(-c3cccc(Cl)c3Cl)nc2c1,29%,-1.6%
Cc1oc2ccc(O)c(CN3CCCCC3)c2c1C(=O)Nc1cccc(C(F)(F)F)c1,-3%,-1.0%
CCOc1ccc(NC(=O)Cc2coc3ccc(C)cc23)cc1,28%,-5.5%
O=C(Cn1c(=O)n(CCc2ccccc2)c(=O)c2c3c(sc21)CCCC3)Nc1ccc(F)c(F)c1,7%,0.8%
Cc1ccc2oc(-c3ccc(Cl)c(NC(=O)Cc4ccccc4)c3)nc2c1,2%,0.8%
CCc1cccc(NC(=O)C2CCCN(S(=O)(=O)c3cccs3)C2)c1 (stereo not drawn),-28%,-0.9%
Cc1ccc(N(CC(=O)N2CCN(c3cccc(C)c3C)CC2)S(=O)(=O)c2c(C)nn(C)c2C)cc1,-50%[inhibitor],-4.9%
COC(=O)C(Cc1c[nH]c2ccccc12)NC(=O)COc1ccc(Cl)cc1Cl (stereo not drawn),-71%[inhibitor],-0.8%
COc1cc(NC(=O)CN2CCCN(S(=O)(=O)c3ccc(F)cc3)CC2)cc(OC)c1,-15%,-1.1%
CCCN(C(=O)Cn1cnc2sc(C)c(S(=O)(=O)N3CCN(c4ncccn4)CC3)c2c1=O)c1cccc(C)c1,3%,0.9%
O=S(=O)(c1ccccc1)n1nc(-c2ccc(Cl)cc2)nc1NCc1ccccc1,19%,-0.1%
COc1ccc(CCNC(=O)c2ccc(Cn3c(=O)[nH]c4cc(OC)c(OC)cc4c3=O)cc2)cc1OC,14%,-2.3%
Cc1c(NC(=O)c2ccc(Br)o2)cccc1-c1nc2ccccc2o1,10%,4.8%
COc1ccc(S(=O)(=O)Nc2cc(-c3cn4ccc(C)cc4n3)ccc2C)cc1OC,19%,7.8%
CCOc1ccc(C(=O)c2cn(CC(=O)Nc3ccc(F)cc3)c3cc4c(cc3c2=O)OCCO4)cc1,1%,14%
CCOCCCNC(=O)c1c(NC(=O)Cc2coc3c(C)c(C)ccc23)sc2c1CCC2,1%,-1.0%
Cc1cc(C)cc(OCC(=O)N(Cc2ccc(Cl)cc2)C2CCS(=O)(=O)C2)c1 (stereo not drawn),-20%,0.0%
COc1ccc(CNC(=O)CCc2c(C)nc3c4cccnc4nn3c2C)cc1,-8%,-1.8%
Fc1ccc(Nc2nc3ccccc3c3nncn23)c(Cl)c1,5%,0.1%
Cc1ccc2oc(C(=O)Nc3nc(-c4ccc(F)cc4)ns3)c(C)c2c1,3%,5.6%
Cc1cccc(NC(=O)CSc2nnc3scc(-c4ccccc4)n23)c1,-13%,-1.3%
COC(=O)c1ccc(NC(=O)CC2C(=O)N(c3cccc(F)c3)C(=O)N2CC(C)C)cc1 (stereo not drawn),-6%,-3.2%
Cc1c(Cl)cccc1NC(=O)c1cc(-c2cccs2)on1,8%,1.4%
CCS(=O)(=O)c1nc(S(=O)(=O)c2ccc(C)cc2)c(NCc2ccccc2Cl)s1,-3%,12%
CCC1CCCCN1C(=O)CSc1nnc(-c2ccc(OC)c(OC)c2)o1 (stereo not drawn),-3%,2.5%
CCn1cc2nc(SCC(=O)Nc3ccc(OC)cc3OC)n(Cc3ccc(Cl)cc3)c(=O)c2n1,6%,-0.7%
CCc1ccccc1NC(=O)c1noc2c1CC(C(C)(C)C)CC2 (stereo not drawn),-20%,-1.8%
Cc1cccc(Nc2ncc(NC(=O)c3cccc(F)c3)c(Nc3cccc(C)c3)n2)c1,-11%,0.8%
COc1ccc(CCNC(=O)Cn2nnc(-c3cccc(C(F)(F)F)c3)n2)cc1OC,0%,0.0%
Cc1ccccc1Nc1sc(C(=O)c2ccccc2)c(N)c1S(C)(=O)=O,7%,-1.3%
Cc1ccc2oc(C(=O)N(Cc3sccc3C)C3CCS(=O)(=O)C3)c(C)c2c1 (stereo not drawn),-17%,-1.9%
CC(C)(C)c1ccc(-c2nc3cc(NC(=O)c4cccc(Br)c4)ccc3o2)cc1,-9%,0.8%
Cc1ccc2c(c1)c1c(c(=O)n(-c3cccc(Cl)c3)c(=O)n1CC(=O)NCCC1=CCCCC1)n2C,0%,3.2%
CCc1cccc(NC(=O)CSc2nc3ccsc3c(=O)n2CC)c1,-44%[inhibitor],-1.8%
CCOc1ccc(CN2C(=O)c3ccccc3Sc3ccc(C(=O)N4CCN(C)CC4)cc32)cc1,4%,0.4%
CC(C)(C)c1ccc(OCc2nc3ccccc3n2CCOc2ccccc2)cc1,-35%[inhibitor],0.1%
Fc1cccc(-c2nnn3c2nc(NCCc2ccccc2)c2ccccc23)c1,5%,-2.5%
CC(=O)c1ccc(N2CCN(C(=O)CCC(=O)Nc3ccc4nc(N5CCCCC5)cc(C)c4c3)CC2)cc1,0%,4.4%

An excerpt (hit frequency here may not be typical).
